Screening results as filed in PubChem.
Sm TGR inh: inhibitors of Schistosoma mansoni thioredoxin glutathione reductase | Q962Y6 | purified TGR, DTNB reduction, TNB absorbance 405 nm | Potency, µM (series often up to 114 µM), without a hit: at the highest dose activity change, negative = inhibition, most hits filed as inhibitors | actives 3% (n = 360,000) | AID 485364; further: potency means the concentration at half of the fitted maximal effect; nearly all actives have a fitted effect of over 60% in size
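TGR 20 nM + NADPH 100 uM (dispensed conc.), cpd preinc 15 min RT; start with NADPH (500 uM addition) then DTNB (15 mM addition). Kinetic TNB absorbance, 405 nm filter. Four-parameter Hill fit across titration.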
AMA1-RON2 inh: disrupts binding of P. falciparum AMA1 to RON2 | actives 0.2% (n = 360,000) | Potency, µM (doses to about 58.2 µM), for inactives: at the highest dose activity change, negative = inhibition, usual class: inhibitors | AlphaScreen AMA1-biotinylated RON2 peptide binding;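 further: potency means the concentration at half of the fitted maximal effect; 0% = vehicle wells and -100% = peptide control; nearly all actives have a fitted effect of over 45% in size; some results filed as inactive show a strong effect at the top dose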
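AMA1 (3D7) with his tag at 25 nM final met compounds first, then biotinylated RON2 peptide at 25 nM; detection used donor plus acceptor beads, 10 µg/mL apiece, read by AlphaScreen after 30 min at room temperature.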
HCV inh: HCV inhibition. Potency, µM (top dose mostly 41.8 µM), for inactives: at the highest dose activity change, negative = inhibition, actives largely listed as inhibitors. actives 3.4% (n = 340,000). Huh7.5.1 HCVcc-Cre infection, luciferase reporter, 44 h. AID 651820; further: potency means the concentration at half of the fitted maximal effect
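Luciferase read-out (15 sec integration) after a 15 min room-temperature substrate step quantifies HCVcc-Cre infection. Cells, 1,000 per well, had compound added 4 h post-plating, then virus at ~0.5 moi, and were cultured 44 h.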
Giardia FBPA inh: blocks Giardia fructose-bisphosphate aldolase activity | A8B2U2 | purified Giardia FBPA | Potency, µM (highest dose often 59.6 µM), for the others: at the top dose activity, negative = inhibition, usual class: inhibitors | actives 0.71% (n = 290,000); further: potency means the concentration at half of the fitted maximal effect; nearly all actives have a fitted effect of over 55% in size
Target sequence (A8B2U2 whole entry, looked up): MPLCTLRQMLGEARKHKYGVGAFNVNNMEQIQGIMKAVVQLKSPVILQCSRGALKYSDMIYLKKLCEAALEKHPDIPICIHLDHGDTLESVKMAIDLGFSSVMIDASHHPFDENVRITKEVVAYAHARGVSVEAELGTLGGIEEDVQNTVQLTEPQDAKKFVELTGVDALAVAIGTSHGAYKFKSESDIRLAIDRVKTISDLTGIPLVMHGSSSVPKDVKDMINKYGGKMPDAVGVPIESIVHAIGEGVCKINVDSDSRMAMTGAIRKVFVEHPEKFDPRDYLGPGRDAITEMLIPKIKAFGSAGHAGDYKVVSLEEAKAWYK
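Giardia FBPA (40 nM reagent) was preincubated 10 min at RT with compound (up to 57.5 uM final), then substrate plus GAPDH/TPI/NAD/arsenate coupling system with diaphorase/resazurin was added; resorufin fluorescence (525/598 nm) was read after 20 min.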
HCMV antiviral: human cytomegalovirus inhibition | HFF cells, HCMV-luciferase reporter, 72 h; hits give low values | actives 4.5% (n = 410,000) | activity change, negative = inhibition, % at 57.5 µM; in the data active means activity change below about -60%; inconclusive means no clear call, values can overlap the other calls; inactive means above about -39%
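Two-dose cell screen: HFF monolayers treated with compounds and infected with luciferase-expressing HCMV at 1 PFU/cell, 72 h at 37C, then lysed for luciferase measurement.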
AmpC inh detg: blocks E. coli AmpC beta-lactamase in detergent assay. Potency, µM (doses to about 114 µM), inactives show top-dose activity change, negative = inhibition, actives largely listed as inhibitors. AID 485294. P00811. actives 0.041% (n = 370,000). AmpC hydrolysis of nitrocefin, absorbance 480 nm, 0.01% Triton;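 further: potency means the concentration at half of the fitted maximal effect; 0% = no-compound wells and -100% = no-enzyme wells; nearly all actives have a fitted effect of over 25% in size; some results filed as inactive show a strong effect at the top dose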
Target sequence (P00811 whole entry, looked up): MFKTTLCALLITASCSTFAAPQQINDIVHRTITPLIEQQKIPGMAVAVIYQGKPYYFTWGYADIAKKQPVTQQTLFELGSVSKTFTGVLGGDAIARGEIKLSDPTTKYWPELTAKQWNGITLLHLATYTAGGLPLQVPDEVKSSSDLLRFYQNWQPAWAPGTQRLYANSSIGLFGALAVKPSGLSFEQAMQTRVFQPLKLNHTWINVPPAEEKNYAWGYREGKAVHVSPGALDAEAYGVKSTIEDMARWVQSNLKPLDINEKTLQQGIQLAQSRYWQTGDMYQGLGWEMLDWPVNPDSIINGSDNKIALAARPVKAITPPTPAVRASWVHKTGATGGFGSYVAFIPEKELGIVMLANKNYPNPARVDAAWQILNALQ
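20 mM phosphate pH 7.0 + 0.01% (detergent screen) or 0.0001% Triton X-100; 5.3 nM AmpC reagent; cpd preinc 15 min RT; nitrocefin (800 uM stock) to start; A480 q20 s × 4 min; Activity was normalised to no-enzyme and no-compound control wells.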
* = called active by the depositor; ? = inconclusive; nt = not tested or not shown; [ ] = dose if it differs, or a comment. Unless noted, the call rests on the fitted dose curve; in most records, active means well fitted curve in the direction sought with a large enough effect; inconclusive means small, poorly fitted or top-dose-only effect, or another doubt; inactive means no such curve, though single readings can be large; an effect the other way counts as inactive or inconclusive. Unless noted, on the % scale 0 is the no-effect control and ±100 the full control effect. This is a random part of the collection (roughly 9.3% active in at least one column).

No.	smiles	Sm TGR inh	AMA1-RON2 inh	HCV inh
1	CN(CC(=O)Nc1ccccc1C(F)(F)F)C(=O)CSCc1ccc(Cl)c(Cl)c1	4%	17%	?
2	C=CCn1c(=O)c(C(=O)Nc2ccccc2S(N)(=O)=O)c(O)c2ccccc21	2%	76%[activator]	-12%
3	Cc1[nH]c2ccc(C(=O)NCCCN3CCN(C)CC3)cc2c1C	-2%	8%	3%
4	COc1ccc(N(CC(=O)NC2CCCC2)C(=O)Cn2nnc(-c3ccc(F)cc3)n2)cc1OC	-34%	18%	-10%
5	NC(=O)C1CCN(C(=O)C2CCC(=O)N(C3CCCCCC3)C2)CC1 (centres undefined)	-15%	-3%	-1%
6	Cn1cc(S(=O)(=O)c2ccc(Cl)cc2)c(=O)c2cc(F)c(N3CCOCC3)cc21	7%	nt	nt
7	O=C(c1ccccc1NS(=O)(=O)c1ccc(Br)s1)N1CCCC1	11%	-2%	6%
8	O=C(O)CCCCn1c(SCc2cc(=O)n3cc(Cl)ccc3n2)nc2ccsc2c1=O	-6%	9%[2.32 µM]	18%
9	CCn1c(CSCc2ccc(C)cc2)n[nH]c1=S	0%	104%[activator]	-6%
10	COc1ccc(OC)c(CCNC(=O)CC2Oc3ccc(C)cc3NC2=O)c1 (centres undefined)	90%[activator]	14%	-6%
11	Cc1sc2ncn(CC(=O)NCCCN3CCC(C)CC3)c(=O)c2c1S(=O)(=O)N1CCC(C)CC1	-7%	-6%	1%
12	COc1cccc(Nc2cc(C)nc3nc(C)nn23)c1	1%	24%	-15%

No.	Giardia FBPA inh	HCMV antiviral	AmpC inh detg
1	nt	-13	-14%
2	-24%	37	9%
3	-13%	17	-11%
4	-5%	39	?
5	nt	-25	-14%
6	nt	-12	-1%
7	2%	56	1%
8	-3%	-25	?
9	12%	21	?
10	-2%	-6	-15%
11	-3%	30	3%
12	1%	28	-10%

Following part.
No.	smiles	Sm TGR inh	AMA1-RON2 inh	HCV inh
13	CCOc1cc(S(=O)(=O)NCCCn2ccnc2)ccc1Cl	-4%	9%	-16%
14	COc1ccccc1C(=O)NNC(=O)c1cccc(F)c1	9%	5%	5%
15	COc1cccc(N/C=C/C(=O)c2ccc(Br)cc2)c1	nt	11%	1%
16	CCOC(=O)c1nc(C)sc1-c1ccnn1S(=O)(=O)c1ccc(Cl)cc1Cl	-4%	-14%	5%
17	COc1cc(OC)c(NS(=O)(=O)c2cc(Br)cnc2N)cc1Cl	0%	-3%	-2%
18	O=C(O)C1CCC(=O)N(C2CCCCC2)C1c1ccccc1 (centres undefined)	1%	-11%	9%
19	O=C(c1ccc2c(c1)OCO2)n1nnc2ccccc21	10µM*	nt	nt
20	CCOC(=O)c1cccc(NC(=O)CSc2nnc(C3CCCCC3)n2CC)c1	-18%	-12%	17%
21	O=C(Nc1cccc(Cl)c1)Nn1cnnc1	0%	0%	9%
22	CC(C)(C)c1ccc(CN(Cc2ccccc2)C(c2ccccn2)c2nnnn2C(C)(C)C)cc1 (centres undefined)	12%	-10%	10µM*
23	Cc1ccc(N2C(=O)N(CC(=O)Nc3cccc(C)c3C)C(=O)C2C)cc1 (centres undefined)	-1%	-3%	-6%[8.37 µM]
24	CC12CN(Cc3ccccc3)CC(C)(CN(Cc3ccccc3)C1)C2=O	0%	2%	18%

No.	Giardia FBPA inh	HCMV antiviral	AmpC inh detg
13	15%	25	?
14	-11%	-15	3%
15	nt	155	nt
16	-29%	25	1%
17	-12%	-20	-1%
18	1%	31	-13%
19	-9%	nt	?
20	-8%	17	?
21	1%	-8	-1%
22	-10%	-29	1%
23	nt	-17	-13%
24	3%	20	?

Next records
No.	smiles	Sm TGR inh	AMA1-RON2 inh	HCV inh
25	Cc1ccc(S(=O)CCNC(=O)Cc2ccc(Cl)cc2)cc1 (centres undefined)	9%	-2%	-15%
26	COc1cc(C2C3=C(CC(C)(C)CC3=O)N(C)C3=C2C(=O)CC(C)(C)C3)ccc1O	?	4%	2%
27	Cc1cc(C(=O)N2CCCC(Nc3ccc(C(C)C)cc3)C2)nn1C (centres undefined)	-15%	-6%	-3%
28	NS(=O)(=O)c1ccc(-c2ccc(C=C3C(=O)NC(=O)NC3=O)o2)cc1	?	9%	-6%
29	CCN(CC)S(=O)(=O)c1cccc(-c2nnc(SCC(=O)c3ccc(Cl)s3)n2C)c1	0%	1%	-14%
30	NC(=O)C1CCN(CC(=O)Nc2cc(Cl)ccc2Oc2ccccc2)CC1	0%	3%	-12%
31	CC(C)Cc1nnc(NC(=O)CCC(=O)N2CCN(CCOC(c3ccccc3)c3ccccc3)CC2)s1	-3%	6%[2.32 µM]	5%
32	CN(C(=O)COc1cc(=O)n(C)c2ccccc12)c1cccc(Cl)c1	-15%	-6%	-13%
33	CCCCCCOc1ccc(C(=O)n2cnc(N)n2)cc1	5%	16%	9%
34	COC(=O)c1[nH]c2ccc(Cl)cc2c1NC(=O)Oc1ccccc1	-27%	21%	-18%
35	Cc1oc2cc3oc(=O)c4c(c3cc2c1C)CCC4	-1%	-10%	?
36	O=C(c1cc(C(=O)N2CCOCC2)c2nc3ccccc3n2c1)c1ccccc1O	-12%	-7%	3%

No.	Giardia FBPA inh	HCMV antiviral	AmpC inh detg
25	0%	-18	-1%
26	12%	-9	2%
27	-10%	?	-10%
28	-5%	4	-9%
29	-3%	3	-16%
30	2%	-21	-12%
31	-1%	13	-13%
32	-17%	-32	?
33	-4%	13	-2%
34	-4%	27	1%
35	1%	11	5%
36	-3%	-38	-7%

New compounds follow.
No.	smiles	Sm TGR inh	AMA1-RON2 inh	HCV inh
37	O=C(O)c1cc(S(=O)(=O)NC(Cc2c[nH]c3ccccc23)C(=O)O)ccc1Cl (centres undefined)	0%	-3%	16%
38	O=C(COC(=O)C1CC1)NCCc1ccc(Cl)cc1	-3%	6%	-11%
39	CC1(C)Cc2nc(N3CCCC3)c(C#N)cc2CO1	-25%	-15%	12%
40	CCOC(=O)CN(C(=O)CNC(=O)c1ccco1)C(C(=O)NC1CCCCC1)c1cccs1 (centres undefined)	-30%	3%	6%
41	O=C(c1ccc(-c2ccccc2Cl)o1)N1CCN(S(=O)(=O)c2cccs2)CC1	?	?	14µM*
42	O=C(Nc1cccc(C(F)(F)F)c1)c1scc2c1OCCO2	3%	-1%	-16%
43	Cc1nn2c(-c3ccncc3)ccnc2c1Cl	17%	5%	25%
44	CCOc1ccc(C2CC(=O)n3nc(C45CC6CC(CC(C6)C4)C5)nc3S2)cc1OC (centres undefined)	13%	0%	13%
45	O=C(Nc1cccnc1)C1CC(=O)N(c2ccc(F)cc2)C1 (centres undefined)	3%	-13%	6%
46	Cc1ccc(S(=O)(=O)N2CCN(Cc3cc(=O)n4ccccc4n3)CC2)cc1C	-2%	-3%	-4%
47	COc1cccc(CSc2nnc(CSc3nc4nc(C)cc(C)n4n3)s2)c1	6%	12%	?
48	CCCC(C)C1C(C#N)=C(N)Oc2c1c(=O)oc1ccccc21 (centres undefined)	-29%	7%	4%

No.	Giardia FBPA inh	HCMV antiviral	AmpC inh detg
37	-11%	54	-13%
38	nt	18	-12%
39	4%	34	-2%
40	-4%	-4	4%
41	nt	37	-2%
42	1%	15	2%
43	1%	14	-14%
44	4%[12.9 µM]	-28	-13%
45	-1%	1	2%
46	nt	0	0%
47	0%	-19	-2%
48	7%	-14	?

A draw from above in order of formula weight, low to high.
No.	smiles	Sm TGR inh	AMA1-RON2 inh	HCV inh
43	Cc1nn2c(-c3ccncc3)ccnc2c1Cl	17%	5%	25%
35	Cc1oc2cc3oc(=O)c4c(c3cc2c1C)CCC4	-1%	-10%	?
39	CC1(C)Cc2nc(N3CCCC3)c(C#N)cc2CO1	-25%	-15%	12%
38	O=C(COC(=O)C1CC1)NCCc1ccc(Cl)cc1	-3%	6%	-11%
45	O=C(Nc1cccnc1)C1CC(=O)N(c2ccc(F)cc2)C1 (centres undefined)	3%	-13%	6%
42	O=C(Nc1cccc(C(F)(F)F)c1)c1scc2c1OCCO2	3%	-1%	-16%
34	COC(=O)c1[nH]c2ccc(Cl)cc2c1NC(=O)Oc1ccccc1	-27%	21%	-18%
36	O=C(c1cc(C(=O)N2CCOCC2)c2nc3ccccc3n2c1)c1ccccc1O	-12%	-7%	3%
46	Cc1ccc(S(=O)(=O)N2CCN(Cc3cc(=O)n4ccccc4n3)CC2)cc1C	-2%	-3%	-4%
37	O=C(O)c1cc(S(=O)(=O)NC(Cc2c[nH]c3ccccc23)C(=O)O)ccc1Cl (centres undefined)	0%	-3%	16%
47	COc1cccc(CSc2nnc(CSc3nc4nc(C)cc(C)n4n3)s2)c1	6%	12%	?
44	CCOc1ccc(C2CC(=O)n3nc(C45CC6CC(CC(C6)C4)C5)nc3S2)cc1OC (centres undefined)	13%	0%	13%
40	CCOC(=O)CN(C(=O)CNC(=O)c1ccco1)C(C(=O)NC1CCCCC1)c1cccs1 (centres undefined)	-30%	3%	6%

No.	Giardia FBPA inh	HCMV antiviral	AmpC inh detg
43	1%	14	-14%
35	1%	11	5%
39	4%	34	-2%
38	nt	18	-12%
45	-1%	1	2%
42	1%	15	2%
34	-4%	27	1%
36	-3%	-38	-7%
46	nt	0	0%
37	-11%	54	-13%
47	0%	-19	-2%
44	4%[12.9 µM]	-28	-13%
40	-4%	-4	4%

Later entries.
No.	smiles	Sm TGR inh	AMA1-RON2 inh	HCV inh
49	CCO[C@H]1OC(C(=O)N2CCOCC2)=C[C@@H](c2cn(C(C)=O)c3ccccc23)[C@@H]1CCCO	-18%	2%	1%
50	O=c1oc2ccccc2cc1-c1csc(Nc2ccc(O)cc2)n1	0%	-5%	32µM*
51	O=C(COc1ccc(S(=O)(=O)N2CCOCC2)cc1)N1CCCCCC1	5%	6%	4%
52	CC(=O)c1ccc(Oc2ncnc3sccc23)cc1	2%	3%	10%
53	O=C(COc1cccc2cccnc12)NCc1cccs1	-1%	2%	-17%
54	O=C(Cc1ccccc1)NCC(=O)N/N=C/c1cccs1	4%	4%	11%
55	COc1ccc(-c2[nH]c(-c3ccc(C)cc3)nc2SCC(=O)Nc2nccs2)cc1	4%	-6%	?
56	CC(OC(=O)c1nsc(Cl)c1Cl)C(=O)NC1CCCCC1 (centres undefined)	-5%	2%	-2%
57	O=C(NCC1CCCO1)c1nn2c(C(F)(F)F)cc(-c3cccs3)nc2c1Cl (centres undefined)	-10%	-11%	?

No.	Giardia FBPA inh	HCMV antiviral	AmpC inh detg
49	3%	1	-6%
50	-11%	-87*	?
51	4%	-85*	0%
52	2%	-37	-6%
53	-13%	25	-10%
54	nt	-8	-12%
55	-1%	17	-4%
56	nt	5	-7%
57	-7%	-25	-3%
